ASK1 inh: inhibitors of human ASK1 kinase; inhibition, % at 7.44 µM; AlphaScreen MKK6 phosphorylation by ASK1, luminescence; 0.99% of 22,000 active; Q99683; in the data active means inhibition above about 35%;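 further: 0% = median of compound wells and 100% = no enzyme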
ULK1 inh: blocks human autophagy kinase ULK1 | AID 1259251 | 1.9% of 30,000 active | AlphaScreen Atg13 phosphorylation by ULK1, luminescence | inhibition, % at 5.96 µM; in the data active means inhibition above about 43%;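 further: 0% = median of compound wells and 100% = no enzyme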
Target sequence (O75385 whole entry, looked up): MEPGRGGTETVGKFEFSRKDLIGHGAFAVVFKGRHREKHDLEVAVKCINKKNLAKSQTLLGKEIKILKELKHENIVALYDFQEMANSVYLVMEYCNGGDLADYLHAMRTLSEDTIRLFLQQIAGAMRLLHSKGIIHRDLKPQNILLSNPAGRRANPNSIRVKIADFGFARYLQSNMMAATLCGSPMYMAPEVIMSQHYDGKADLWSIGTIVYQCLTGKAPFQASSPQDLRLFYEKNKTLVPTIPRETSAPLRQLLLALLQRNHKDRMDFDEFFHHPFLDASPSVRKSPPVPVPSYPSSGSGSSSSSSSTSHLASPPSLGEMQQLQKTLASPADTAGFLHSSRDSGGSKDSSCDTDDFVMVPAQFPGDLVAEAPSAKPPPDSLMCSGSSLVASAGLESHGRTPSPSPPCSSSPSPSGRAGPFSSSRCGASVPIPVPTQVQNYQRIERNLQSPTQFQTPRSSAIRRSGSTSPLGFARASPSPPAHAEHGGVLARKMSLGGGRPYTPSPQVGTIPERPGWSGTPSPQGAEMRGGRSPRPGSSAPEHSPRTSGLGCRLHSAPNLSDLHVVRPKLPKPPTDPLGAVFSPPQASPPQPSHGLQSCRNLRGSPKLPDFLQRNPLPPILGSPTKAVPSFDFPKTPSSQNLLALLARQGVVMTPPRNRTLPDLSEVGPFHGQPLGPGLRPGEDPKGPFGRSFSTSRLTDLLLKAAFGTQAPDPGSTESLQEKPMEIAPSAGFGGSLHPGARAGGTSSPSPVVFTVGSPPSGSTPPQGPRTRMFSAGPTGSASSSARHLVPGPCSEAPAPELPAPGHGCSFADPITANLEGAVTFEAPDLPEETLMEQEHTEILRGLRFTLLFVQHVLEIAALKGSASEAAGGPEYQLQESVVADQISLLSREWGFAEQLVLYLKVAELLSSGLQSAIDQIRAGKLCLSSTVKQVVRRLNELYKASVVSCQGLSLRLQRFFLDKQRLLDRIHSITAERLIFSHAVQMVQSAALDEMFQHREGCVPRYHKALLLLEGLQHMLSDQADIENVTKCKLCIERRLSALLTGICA
Numbers without * were called inactive; · = no result given; & = joins results of further samples. These rows are one share of the data. The share of hits here may be higher or lower than overall.

SMILES | ASK1 inh | ULK1 inh
O=C(O)Cc1sc(-c2ccccc2)nc1-c1ccc(Cl)cc1 | · | -9
N#C/C(=C1/SCC(c2ccccc2Cl)S1)n1ccnc1 (configuration not stated) | · | -3
COc1ccc2c(c1)C[C@H](C(=O)Nc1ccc(-c3cn[nH]c3)cc1OCCN(C)C)CO2 | -6 | -4
CN(C(=O)c1c(O)c2ccccc2n(C)c1=O)c1ccccc1 | · | 13
O=C1NC(=O)C2(CCOc3ccc(F)cc32)N1 (configuration not stated) | · | -11
NC(Cc1c[nH]c2ccc(O)cc12)C(=O)O (configuration not stated) | · | -3
CCCCN(CCCC)CCCOC(=O)c1ccc(N)cc1 | · | 11
CCOC(=O)c1ccccc1O | · | 54*
C=CCN1C[C@H](C(=O)N(CCCN(C)C)C(=O)NCC)C[C@@H]2c3cccc4[nH]cc(c34)C[C@H]21 | · | -10
O=C1c2c(O)ccc(O)c2C(=O)c2c(NCCNCCO)ccc(NCCNCCO)c21 | · | 43*
CC(=O)Nc1ccc(OC(=O)c2ccccc2OC(C)=O)cc1 | · | 3
CCn1cc(C(=O)O)c(=O)c2cc(F)c(N3CCNC(C)C3)c(F)c21 (configuration not stated) | · | 1
COc1cc(C2Oc3cc(C4Oc5cc(O)cc(O)c5C(=O)C4O)ccc3OC2CO)ccc1O (configuration not stated) | · | -13
CC(C)(C)NCC(O)COc1cccc2c1C[C@H](O)[C@H](O)C2 (some centres not stated) | · | 5
COC(=O)C1=C(C)NC(C)=C(C(=O)OCCN2CCN(C(c3ccccc3)c3ccccc3)CC2)C1c1cccc([N+](=O)[O-])c1 (configuration not stated) | · | -22
COc1ccc(C=NNC(=O)c2ccncc2)cc1OC | · | -12
CC1(C)O[C@@H]2C[C@H]3[C@@H]4C[C@H](F)C5=CC(=O)C=C[C@]5(C)[C@@]4(F)[C@@H](O)C[C@]3(C)[C@]2(C(=O)CO)O1 | · | 5
O=C(O)c1ccc(-n2nc(-c3ccccc3O)nc2-c2ccccc2O)cc1 | · | -10
CC(=O)OCC(=O)[C@@]1(O)CCC2C3CCC4=CC(=O)C=C[C@]4(C)[C@@]3(F)[C@@H](O)C[C@@]21C (some centres not stated) | · | -2
COC(=O)N/N=C/c1c[n+]([O-])c2ccccc2[n+]1[O-] | · | 5
CCCCOc1cc(C(=O)OCCN(CC)CC)ccc1N | · | -3
CC(C)CCCC(C)NCCC(C)C (configuration not stated) | · | -3
CCC(=O)O[C@]1(C(=O)SCF)[C@H](C)C[C@H]2[C@@H]3C[C@H](F)C4=CC(=O)C=CC4(C)[C@@]3(F)[C@@H](O)CC21C (some centres not stated) | · | 0
Cc1cc(=O)oc2cc(O)ccc12 | · | -1

Shown as a markdown table: part of the list above
| canonical_smiles | ASK1 inh | ULK1 inh |
| --- | --- | --- |
| C=CCN1C[C@H](C(=O)N(CCCN(C)C)C(=O)NCC)C[C@@H]2c3cccc4[nH]cc(c34)C[C@H]21 | · | -10 |
| O=C1c2c(O)ccc(O)c2C(=O)c2c(NCCNCCO)ccc(NCCNCCO)c21 | · | 43* |

(further entries)
SMILES | ASK1 inh | ULK1 inh
CCCCC(=O)O[C@]1(C(=O)CO)[C@@H](C)CC2C3CCC4=CC(=O)C=C[C@]4(C)[C@@]3(F)C(O)C[C@@]21C (some centres not stated) | · | -9
CCCC(=O)O[C@]1(C(=O)COC(C)=O)CC[C@H]2[C@@H]3C[C@H](F)C4=CC(=O)C=C[C@]4(C)[C@@]3(F)[C@@H](O)C[C@@]21C | · | -11
C[C@@H]1C[C@H]2[C@@H]3CCC4=CC(=O)C=C[C@]4(C)[C@@]3(Cl)[C@@H](O)C[C@]2(C)[C@@]1(OC(=O)c1ccco1)C(=O)CCl | · | 5
COc1cc(N)c(Cl)cc1C(=O)N[C@@H]1CCN(CCCOc2ccc(F)cc2)C[C@@H]1OC | · | 2
CN[C@@H]1[C@H](O)[C@H](NC)[C@H]2OC3(O)C(=O)C[C@@H](C)O[C@H]3O[C@@H]2[C@H]1O (some centres not stated) | · | -1
NCc1ccccc1Sc1ccccc1CO | · | 13
Cc1c(C)n(Cc2ccccc2)c2ccc(C(=O)OCCN(C)C)cc12 | · | 10
CN(C)CCCSc1ccccc1NC(=O)/C=C/c1ccccc1 | · | -3
CCOC(=O)[C@H](CCc1ccccc1)N[C@@H](C)C(=O)N1C(=O)N(C)C[C@H]1C(=O)O | · | 10
Nc1c2ccccc2nc2ccccc12 | · | -9
CCCCCCCCCCCCCCCC[N+](C)(C)Cc1ccccc1 | · | 48*
CCCCCCCCCCCCCCCC(O)C(N)CO (configuration not stated) | · | 1
CCc1cccc(CC)c1NC(=O)CN(CC(=O)O)CC(=O)O | · | 6
CC1(C)C2CCC1(CS(=O)(=O)O)C(=O)C2 (configuration not stated) | · | -7
CC(C)NNC(=O)c1ccncc1 | · | 4
CN(C)c1ccc2nc3ccc(=[N+](C)C)cc-3sc2c1 | · | -3
COc1cc(C=O)ccc1O | · | 10
CCCCCCCCCCCC[N+](C)(C)Cc1ccccc1 | · | 4
O=C(NCCCN1CCOCC1)c1ccc(Cl)cc1 | · | 14
CCN(CCCCOC(=O)c1ccc(OC)c(OC)c1)C(C)Cc1ccc(OC)cc1 (configuration not stated) | · | -7
COc1cc2nccc(Oc3ccc(NC(=O)C4(C(=O)Nc5ccc(F)cc5)CC4)cc3)c2cc1OC | · | -67
CNS(=O)(=O)CCc1ccc2[nH]cc(C3CCN(C)CC3)c2c1 | · | 8
COc1ccc(-c2cc(C(F)F)nn2-c2ccc(S(N)(=O)=O)cc2)cc1F | · | -12
O=C(O)c1cc(=O)c2ccccc2o1 | · | -6
NCCCCC(N)C(=O)O (configuration not stated) | · | 4
CC(Cc1cccc(C(F)(F)F)c1)NCCOC(=O)c1ccccc1 (configuration not stated) | · | -7
CCN(CC)CCOc1ccc(Cc2ccccc2)cc1 | · | 0
CC[C@@H]1OC(=O)C[C@@H](O)[C@H](C)[C@@H](O[C@@H]2O[C@H](C)[C@@H](O)[C@H](N(C)C)[C@H]2O)[C@@H](CCN2C[C@H](C)C[C@H](C)C2)C[C@@H](C)C(=O)/C=C/C(C)=C\[C@@H]1CO[C@@H]1O[C@H](C)[C@@H](O)[C@@H](OC)[C@H]1OC | · | -13
COC(=O)c1ccccc1O | · | 6
CCCCOCCOC(=O)c1cccnc1 | · | 7&14
O=C(O)Cc1cn(-c2ccccc2)nc1-c1ccc(Cl)cc1 | · | -8
CCCCCCCCCCCCOCCOCCOCCOCCOCCOCCOCCOCCOCCO | · | -1
CNC(=O)c1cc(Oc2ccc(NC(=O)Nc3ccc(Cl)c(C(F)(F)F)c3)c(F)c2)ccn1 | · | -22
CCCOc1ccc(C(=O)OCCN(CC)CC)cc1N | · | 3
Cc1scc2c1N(C(=O)CN1CCN(C)CC1)c1ccccc1NC2=O | · | 10
CCCOc1ccc2nc(NC(=O)OC)[nH]c2c1 | · | 12
CCN(CC)CC1CCCCN1CC(=O)N1c2ccccc2C(=O)Nc2cccnc21 (configuration not stated) | · | 3
N=c1nc(N2CCCCC2)cc(N)n1O | · | 0
O=[N+]([O-])c1cncn1CCN1CCOCC1 | · | 5
O=C(NC1CCN(CCc2c[nH]c3ccccc23)CC1)c1ccccc1 | · | 4
C=C[C@H]1CN2CCC1C[C@H]2[C@H](O)c1ccnc2ccc(OC)cc12 (some centres not stated) | · | -7
CN(C)CC/C=C1/c2ccccc2COc2ccc(CC(=O)O)cc21 | · | 2
Cc1ccccc1OCC(O)CO (configuration not stated) | · | 9
COc1ccc(C(=O)c2ccccc2)c(O)c1 | · | -14
CC(=O)OC12CO[C@@H]1C[C@H](O)[C@@]1(C)C(=O)[C@H](O)C3=C(C)[C@@H](OC(=O)[C@H](O)[C@@H](NC(=O)OC(C)(C)C)c4ccccc4)CC(O)([C@@H](OC(=O)c4ccccc4)[C@H]21)C3(C)C (some centres not stated) | · | 1
CCCC(=O)O[C@]1(C(=O)CCl)[C@@H](C)C[C@H]2[C@@H]3CCC4=CC(=O)C=C[C@]4(C)[C@@]3(F)C(=O)C[C@@]21C | · | 9

Molecules listed so far containing a halogen, in the order listed:
SMILES | ASK1 inh | ULK1 inh
O=C(O)Cc1sc(-c2ccccc2)nc1-c1ccc(Cl)cc1 | · | -9
N#C/C(=C1/SCC(c2ccccc2Cl)S1)n1ccnc1 (configuration not stated) | · | -3
O=C1NC(=O)C2(CCOc3ccc(F)cc32)N1 (configuration not stated) | · | -11
CCn1cc(C(=O)O)c(=O)c2cc(F)c(N3CCNC(C)C3)c(F)c21 (configuration not stated) | · | 1
CC1(C)O[C@@H]2C[C@H]3[C@@H]4C[C@H](F)C5=CC(=O)C=C[C@]5(C)[C@@]4(F)[C@@H](O)C[C@]3(C)[C@]2(C(=O)CO)O1 | · | 5
CC(=O)OCC(=O)[C@@]1(O)CCC2C3CCC4=CC(=O)C=C[C@]4(C)[C@@]3(F)[C@@H](O)C[C@@]21C (some centres not stated) | · | -2
CCC(=O)O[C@]1(C(=O)SCF)[C@H](C)C[C@H]2[C@@H]3C[C@H](F)C4=CC(=O)C=CC4(C)[C@@]3(F)[C@@H](O)CC21C (some centres not stated) | · | 0
CCCCC(=O)O[C@]1(C(=O)CO)[C@@H](C)CC2C3CCC4=CC(=O)C=C[C@]4(C)[C@@]3(F)C(O)C[C@@]21C (some centres not stated) | · | -9
CCCC(=O)O[C@]1(C(=O)COC(C)=O)CC[C@H]2[C@@H]3C[C@H](F)C4=CC(=O)C=C[C@]4(C)[C@@]3(F)[C@@H](O)C[C@@]21C | · | -11
C[C@@H]1C[C@H]2[C@@H]3CCC4=CC(=O)C=C[C@]4(C)[C@@]3(Cl)[C@@H](O)C[C@]2(C)[C@@]1(OC(=O)c1ccco1)C(=O)CCl | · | 5
COc1cc(N)c(Cl)cc1C(=O)N[C@@H]1CCN(CCCOc2ccc(F)cc2)C[C@@H]1OC | · | 2
O=C(NCCCN1CCOCC1)c1ccc(Cl)cc1 | · | 14
COc1cc2nccc(Oc3ccc(NC(=O)C4(C(=O)Nc5ccc(F)cc5)CC4)cc3)c2cc1OC | · | -67
COc1ccc(-c2cc(C(F)F)nn2-c2ccc(S(N)(=O)=O)cc2)cc1F | · | -12
CC(Cc1cccc(C(F)(F)F)c1)NCCOC(=O)c1ccccc1 (configuration not stated) | · | -7
O=C(O)Cc1cn(-c2ccccc2)nc1-c1ccc(Cl)cc1 | · | -8
CNC(=O)c1cc(Oc2ccc(NC(=O)Nc3ccc(Cl)c(C(F)(F)F)c3)c(F)c2)ccn1 | · | -22
CCCC(=O)O[C@]1(C(=O)CCl)[C@@H](C)C[C@H]2[C@@H]3CCC4=CC(=O)C=C[C@]4(C)[C@@]3(F)C(=O)C[C@@]21C | · | 9
